b-catenin transl: alters nuclear translocation of beta-catenin in HeLa cells; 190,000 tested, 0.3% active; nuclear translocation activity, % at 5 µM; immunofluorescence imaging;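 active = nuclear translocation activity above 50% at 5 µM, with a well cell count of 50 or more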;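 note: per-cell ratio of nuclear to cytoplasmic median beta-catenin stain intensity; plate controls were DMSO negative control for no effect and GSK-3 inhibitor IX positive control for full effect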
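Assay system: human HeLa cells, native beta-catenin; doses: 5 µM primary, 0.02–20 µM confirmation; incubation: compound treatment 24 h, 37°C, 5% CO2; technique: fluorescence imaging of beta-catenin antibody stain plus DAPI; measure: % activation, nuclear-to-cytoplasmic median beta-catenin signal ratio per cell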
NOD1 NF-kB reporter: inhibition of NOD1-driven NF-kB reporter – cell-based, luminescence, uHTS, primary screen (AID 1578) | inhibition, % at 4 µM; hits with a dose series show EC50 in µM | NOD1-driven NF-kB luciferase reporter cells, luminescence; higher % means a stronger effect | 290,000 tested, 1% active; in the data active = inhibition mostly above about 36%, no sharp cut-off; inactive = mostly below about 34%;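 note: HEK-293T reporter cells stimulated with the NOD1 agonist gamma-tri-DAP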
Ins promoter up: MIN6 insulin promoter up-regulation | 190,000 tested, 0.3% active | MIN6 insulin promoter-GFP reporter, high-content imaging; stronger effect = higher value | z-score at 5 µM;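 active = z-score above 3 at 5 µM with at least 500 cells counted in the well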
P. falciparum M17LAP: P. falciparum M17LAP inhibitors, primary screen, biochemical, fluorogenic H-Leu-NHMec substrate, 1536-well (AID 1619) | recombinant M17LAP, H-Leu-NHMec fluorogenic kinetic assay; higher % means a stronger effect | one-dose inhibition, % at 30 µM; IC50 in µM for titrated hits | 220,000 tested, 0.38% active;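 active = compound inhibiting the enzyme by more than half at any dose during confirmatory dose-response retesting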;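 note: plate controls were full reaction with DMSO carrier for no effect and no enzyme background for full effect; strong numbers were not always called active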
HEK293 NOD2/NF-kB: NOD2 signaling inhibitors, cell-based, luminescence, uHTS, HEK293 (AID 1566); HEK293 NOD2/NF-kB luciferase reporter, luminescence; higher % means a stronger effect; one-dose inhibition, % at 4 µM; EC50 in µM for titrated hits; 290,000 tested, 0.63% active; in the data active = inhibition above about 50%; note: many of its hits are not listed in these tables
MT stabilizer: stabilizes microtubules in HeLa cells | % tubulin-high responders, % at 10 µM | AID 2205 | HeLa tubulin immunostaining HCS, 24 h; share of cells brighter than vehicle mean+2SD | 200,000 tested, 0.83% active;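 active = plate Z-score above 3 for both tubulin-high and condensed-nucleus cell shares, with cell loss under 80%, at 10 µM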;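 note: anti alpha tubulin signal scored within the nucleus-defined area of each cell; some results filed as inactive read as strong as hits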
Autophagy HCS: modulators of autophagy; MEF GFP-LC3 puncta imaging; test concentration mostly 10 µM; calls only at 10 µM (by protocol); 190,000 tested, 0.98% active; AID 463193;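 active = percentage of spot-positive cells more than 3 SD above its plate mean, without a fluorescence outlier flag or 80% toxicity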;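 note: spot-positive cell cutoff set from DMSO-treated cells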
Yfh1-off respiration: enhancers of respiration in Yfh1-depleted yeast, dose response, Friedreich's ataxia, plus single-dose screen (AID 1465) | S. cerevisiae Yfh1-off respiration, WST-1 reduction, 72 h; higher fold induction means a stronger effect | fold induction at 50 µM; hits with a dose series show EC50 in µM | 220,000 tested, 0.074% active;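 active = fold induction of absorbance versus untreated yeast above a set limit, then at least 30% activation at any dose in follow-up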;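 note: activators that raise dye reduction in frataxin-depleted yeast; strong numbers were not always called active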
Dynein cargo inh: blocks dynein driven cargo transport along microtubules. 3617.4 mouse cells, GR-EGFP nuclear translocation imaging; test concentration mostly 20 µM; stimulated with dexamethasone, 1 µM; stronger effect = lower value. z-score, hits read low. 220,000 tested, 0.47% active. AID 1381;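 active = plate z-score of nuclear minus cytoplasmic receptor signal below a set negative limit, without overly bright fluorescence or cell loss, cut at about -3.5 in these data, passing the limit was not always enough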;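 note: z-score of nuclear minus cytoplasmic ring GR-EGFP intensity difference per well; some compounds called inactive have numbers as strong as hits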
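Schedule: 48 h induction, then 1 h compound, then 30 min agonist, 37 °C. Buffer or medium: tetracycline-free induction medium containing charcoal-stripped FBS. Reagent: 1.0 µM final dexamethasone stimulus. Evaluation: nuclear versus cytoplasmic GR-EGFP signal, averaged per well. Signal: high-content fluorescence imaging after fixation.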
Dynein cargo inh cytoplasmic EGFP: further read-out of Dynein cargo inh, marked with its call; z-score; measured here: cytoplasmic GR-EGFP intensity; stronger effect = higher value
Dynein cargo inh nuclear GR-EGFP: further read-out of Dynein cargo inh, marked with its call; z-score; measured here: nuclear GR-EGFP intensity;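 lower value marks the stronger effect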
Dynein cargo inh cell count: also measured in Dynein cargo inh; calls as there; z-score; measured here: cell count per field
Ins promoter up cell count: also measured in Ins promoter up; calls as there; cell count; measured here: cytotoxicity, nuclei count;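 total cells summed across four imaged fields per well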
b-catenin transl cell count 5 µM: second read-out of b-catenin transl, no call of its own (marks repeat the call); cell count; measured here: cell count, cytotoxicity flag
MT stabilizer Hoechst-high %: also measured in MT stabilizer; calls as there; % Hoechst-high responders; measured here: nuclear condensation Hoechst responders;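 share of cells brighter than vehicle mean plus two SD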
MT stabilizer cytotoxicity %: recorded beside MT stabilizer, whose call it bears; toxicity, %; measured here: cytotoxicity by cell density;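 0% = mean cell density of plate MIN control wells and 100% = no cells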
Autophagy HCS cell loss 18 h: recorded beside Autophagy HCS, whose call it bears; toxicity, %; measured here: cell loss, nuclei count;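 cell loss after 18 h compound exposure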
Numbers without * were called inactive.

How did CN(CC(=O)Nc1ccc(F)cc1)C(=O)CSc1nc2ncc(Cl)cc2[nH]1 do in these assays?
b-catenin transl: -0.9; NOD1 NF-kB reporter: -18%; Ins promoter up: -0.01; P. falciparum M17LAP: 11%; HEK293 NOD2/NF-kB: 11%; MT stabilizer: 3.1; Autophagy HCS: inactive; Yfh1-off respiration: inactive; Dynein cargo inh: -0.89; Dynein cargo inh cytoplasmic EGFP: -0.21; Dynein cargo inh nuclear GR-EGFP: -0.42; Dynein cargo inh cell count: 0.62; Ins promoter up cell count: 1214; b-catenin transl cell count 5 µM: 1179; MT stabilizer Hoechst-high %: 3.1; MT stabilizer cytotoxicity %: 2.6; Autophagy HCS cell loss 18 h: 12

Results for COc1ccccc1N1CCN(C(=S)NC(=O)/C=C/c2ccccc2)CC1 ?
b-catenin transl: -1.0; NOD1 NF-kB reporter: -8%; Ins promoter up: 0.68; P. falciparum M17LAP: 9%; HEK293 NOD2/NF-kB: 1%; Yfh1-off respiration: inactive; Dynein cargo inh: -0.019; Dynein cargo inh cytoplasmic EGFP: -0.083; Dynein cargo inh nuclear GR-EGFP: -0.38; Dynein cargo inh cell count: 0.7; Ins promoter up cell count: 1030; b-catenin transl cell count 5 µM: 1274

Results for Nc1nc(SCC(=O)c2cc3ccccc3o2)n[nH]1 ?
b-catenin transl: 4.5; NOD1 NF-kB reporter: 34%; P. falciparum M17LAP: 0%; HEK293 NOD2/NF-kB: -7%; MT stabilizer: 1.7; Autophagy HCS: inactive; Yfh1-off respiration: inactive; Dynein cargo inh: -0.53; Dynein cargo inh cytoplasmic EGFP: -0.18; Dynein cargo inh nuclear GR-EGFP: -0.1; Dynein cargo inh cell count: 0.11; b-catenin transl cell count 5 µM: 864; MT stabilizer Hoechst-high %: 1.8; MT stabilizer cytotoxicity %: 5.3; Autophagy HCS cell loss 18 h: 13

What do the screens show for `Cc1cccc(NC(=S)N(C)Cc2cn(C)c3ccccc23)c1`?
b-catenin transl: -0.3; NOD1 NF-kB reporter: -42%; Ins promoter up: -0.26; P. falciparum M17LAP: -13%; HEK293 NOD2/NF-kB: 7%; MT stabilizer: 3.2; Autophagy HCS: inactive; Yfh1-off respiration: inactive; Dynein cargo inh: -0.12; Dynein cargo inh cytoplasmic EGFP: -0.24; Dynein cargo inh nuclear GR-EGFP: -0.24; Dynein cargo inh cell count: 0.12; Ins promoter up cell count: 1110; b-catenin transl cell count 5 µM: 931; MT stabilizer Hoechst-high %: 2.9; MT stabilizer cytotoxicity %: 4.9; Autophagy HCS cell loss 18 h: 10

What do the screens show for `COC(=O)c1ccc(S(=O)(=O)N2CCCN(Cc3cccc(Br)c3F)CC2)n1C`?
b-catenin transl: 2.2; NOD1 NF-kB reporter: 27%; P. falciparum M17LAP: 8%; HEK293 NOD2/NF-kB: 42%; Yfh1-off respiration: inactive; Dynein cargo inh: 1.3; Dynein cargo inh cytoplasmic EGFP: -0.19; Dynein cargo inh nuclear GR-EGFP: 1.2; Dynein cargo inh cell count: -0.6; b-catenin transl cell count 5 µM: 1276

What do the screens show for `O=C(c1ccc(SCc2ccco2)c([N+](=O)[O-])c1)N1CCOCC1`?
b-catenin transl: 1.8; NOD1 NF-kB reporter: -42%; Ins promoter up: 0.03; P. falciparum M17LAP: -4%; HEK293 NOD2/NF-kB: -30%; MT stabilizer: 7.3; Autophagy HCS: inactive; Yfh1-off respiration: inactive; Dynein cargo inh: -0.046; Dynein cargo inh cytoplasmic EGFP: -0.34; Dynein cargo inh nuclear GR-EGFP: 0.64; Dynein cargo inh cell count: 0.05; Ins promoter up cell count: 1510; b-catenin transl cell count 5 µM: 1542; MT stabilizer Hoechst-high %: 2.0; MT stabilizer cytotoxicity %: 22; Autophagy HCS cell loss 18 h: 10

How did CCOc1ccccc1-c1n[nH]c(=S)o1 do in these assays?
b-catenin transl: -3.9; NOD1 NF-kB reporter: -26%; Ins promoter up: -0.84; P. falciparum M17LAP: 12%; HEK293 NOD2/NF-kB: 1%; MT stabilizer: 1.6; Autophagy HCS: inactive; Yfh1-off respiration: inactive; Dynein cargo inh: 0.7; Dynein cargo inh cytoplasmic EGFP: -0.042; Dynein cargo inh nuclear GR-EGFP: 0.42; Dynein cargo inh cell count: -1.4; Ins promoter up cell count: 972; b-catenin transl cell count 5 µM: 1287; MT stabilizer Hoechst-high %: 1.2; MT stabilizer cytotoxicity %: 6.5; Autophagy HCS cell loss 18 h: -16

What do the screens show for `O=C(CN1C(=O)C2C3C=CC(C3)C2C1=O)Nc1ccc2c(c1)OCCO2` (stereo not given)?
b-catenin transl: 1.9; NOD1 NF-kB reporter: -9%; Ins promoter up: -0.54; P. falciparum M17LAP: 21µM*; HEK293 NOD2/NF-kB: -14%; MT stabilizer: 4.9; Autophagy HCS: inactive; Yfh1-off respiration: inactive; Dynein cargo inh: 0.58; Dynein cargo inh cytoplasmic EGFP: -0.26; Dynein cargo inh nuclear GR-EGFP: 0.13; Dynein cargo inh cell count: 0.2; Ins promoter up cell count: 1502; b-catenin transl cell count 5 µM: 1334; MT stabilizer Hoechst-high %: 3.3; MT stabilizer cytotoxicity %: 9.7; Autophagy HCS cell loss 18 h: -12

What do the screens show for `CC1CCN(CC(=O)Nc2ccccc2Sc2ccccc2)CC1`?
b-catenin transl: 0.3; NOD1 NF-kB reporter: 8%; Ins promoter up: 0.24; P. falciparum M17LAP: -2%; HEK293 NOD2/NF-kB: 6%; MT stabilizer: 4.5; Autophagy HCS: inactive; Yfh1-off respiration: inactive; Dynein cargo inh: 2.5; Dynein cargo inh cytoplasmic EGFP: -0.15; Dynein cargo inh nuclear GR-EGFP: 1.4; Dynein cargo inh cell count: -2.4; Ins promoter up cell count: 1251; b-catenin transl cell count 5 µM: 959; MT stabilizer Hoechst-high %: 2.1; MT stabilizer cytotoxicity %: 8.8; Autophagy HCS cell loss 18 h: 7

How did CC(C)OCCCNCC(O)c1ccccc1 (stereo not given) do in these assays?
b-catenin transl: -0.4; NOD1 NF-kB reporter: -7%; Ins promoter up: -0.78; P. falciparum M17LAP: -4%; HEK293 NOD2/NF-kB: 24%; MT stabilizer: 2.4; Autophagy HCS: inactive; Yfh1-off respiration: inactive; Dynein cargo inh: 0.22; Dynein cargo inh cytoplasmic EGFP: -0.18; Dynein cargo inh nuclear GR-EGFP: 0.39; Dynein cargo inh cell count: -0.1; Ins promoter up cell count: 1438; b-catenin transl cell count 5 µM: 1069; MT stabilizer Hoechst-high %: 2.8; MT stabilizer cytotoxicity %: 12; Autophagy HCS cell loss 18 h: -3

What do the screens show for `COCCNC(=O)Cn1cc(C(=O)c2cccs2)c2ccccc21`?
P. falciparum M17LAP: 10%; MT stabilizer: 3.7; Autophagy HCS: inactive; Yfh1-off respiration: inactive; Dynein cargo inh: 0.51; Dynein cargo inh cytoplasmic EGFP: -0.23; Dynein cargo inh nuclear GR-EGFP: 0.27; Dynein cargo inh cell count: 0.1; MT stabilizer Hoechst-high %: 2.2; MT stabilizer cytotoxicity %: 4.4; Autophagy HCS cell loss 18 h: -9

What do the screens show for `O=C(COc1nsnc1N1CCOCC1)N1CCOCC1`?
b-catenin transl: -0.6; NOD1 NF-kB reporter: 5%; Ins promoter up: -0.35; P. falciparum M17LAP: 4%; HEK293 NOD2/NF-kB: 16%; MT stabilizer: 3.7; Autophagy HCS: inactive; Dynein cargo inh: -0.35; Dynein cargo inh cytoplasmic EGFP: -0.2; Dynein cargo inh nuclear GR-EGFP: -0.06; Dynein cargo inh cell count: 0.26; Ins promoter up cell count: 1401; b-catenin transl cell count 5 µM: 817; MT stabilizer Hoechst-high %: 2.1; MT stabilizer cytotoxicity %: 14; Autophagy HCS cell loss 18 h: 0

How did COc1ccccc1-c1noc(-c2cccs2)n1 do in these assays?
NOD1 NF-kB reporter: -30%; P. falciparum M17LAP: -1%; HEK293 NOD2/NF-kB: -100%; MT stabilizer: 2.0; Autophagy HCS: inactive; Yfh1-off respiration: inactive; Dynein cargo inh: -0.35; Dynein cargo inh cytoplasmic EGFP: -0.18; Dynein cargo inh nuclear GR-EGFP: -0.72; Dynein cargo inh cell count: -0.29; MT stabilizer Hoechst-high %: 1.3; MT stabilizer cytotoxicity %: 6.9; Autophagy HCS cell loss 18 h: -1

What do the screens show for `Cc1c(Cl)cccc1NC(=O)CC1Sc2ccccc2NC1=O` (stereo not given)?
b-catenin transl: 1.7; NOD1 NF-kB reporter: -4%; Ins promoter up: -0.92; P. falciparum M17LAP: 0%; HEK293 NOD2/NF-kB: 6%; Yfh1-off respiration: inactive; Dynein cargo inh: 0.1; Dynein cargo inh cytoplasmic EGFP: -0.24; Dynein cargo inh nuclear GR-EGFP: -0.35; Dynein cargo inh cell count: -0.086; Ins promoter up cell count: 1215; b-catenin transl cell count 5 µM: 1259

Screening data deposited in PubChem by several laboratories.

A portion of the library; count on the stated rates, not on these rows.
